Screens from PubChem.
HT1080-NT tox: kills 2HG-producing HT-1080-NT fibrosarcoma cells; HT-1080-NT fibrosarcoma viability, CellTiter-Glo ATP luminescence, 48 h; Potency, µM (highest dose often 46.1 µM), for inactives: at the highest dose activity, negative = less viability, most hits filed as cytotoxic; 360,000 tested, 1.6% active;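 note: NT is the 2HG producing partner of a matched IDH1 knockdown line; potency is the fitted concentration of half-maximal effect; 0% = DMSO-treated cells and -100% = media-only wells without cells; nearly all actives have a fitted effect of over 55% in size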
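Viability of the 2HG-overproducing fibrosarcoma line after 48 hours of compound exposure at 37 degrees C was determined by luminescence with CellTiter-Glo, and concentration-effect curves were then fitted and categorized.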
SW480 rereplic: inducers of DNA re-replication in SW480 colon cancer cells. SW480 DNA re-replication, Hoechst DNA content imaging, 48 h. Potency, µM (top dose mostly 46.1 µM), without a hit: at the top dose re-replication activation, actives largely listed as activators. 340,000 tested, 1.8% active; note: potency is the fitted concentration of half-maximal effect; % of control where 0% means no effect; nearly all actives have a fitted effect of over 55% in size
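Compounds, transferred as 23 nL by pin tool, were incubated with cells for 48 hr; DNA content per nucleus was then quantified by Hoechst staining and fluorescence plate imaging.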
KB-V1 cytotox: kills drug-selected multidrug resistant KB-V1 cells. KB-V1 MDR cells viability, CellTiter-Glo, 72 h. Potency, µM (series often up to 46.1 µM), for inactives: at the top dose activity change, negative = cytotoxicity, actives largely listed as cytotoxic. 400,000 tested, 3.4% active. AID 1347076; note: potency is the fitted concentration of half-maximal effect; % is set by controls: 0 for no effect and ±100 for the full control effect; nearly all actives have a fitted effect of over 60% in size
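Following 72 h at 37 degrees C with compound, KB-V1 cell viability was read by CellTiter-Glo luminescence, medium being phenol-red-free DMEM plus 10% FBS; concentration-response parameters came from normalized, curve-fitted qHTS data.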
DRD3 agonist: agonists of human D3 dopamine receptor; D3R DiscoveRx beta-arrestin cells, luminescence, 90 min; max activation, %; 410,000 tested, 0.58% active; in the data active = max activation above about 30%; note: 0% is about no effect; mostly tested at two doses, the higher about 12 µM
Target sequence (P35462 whole entry, looked up): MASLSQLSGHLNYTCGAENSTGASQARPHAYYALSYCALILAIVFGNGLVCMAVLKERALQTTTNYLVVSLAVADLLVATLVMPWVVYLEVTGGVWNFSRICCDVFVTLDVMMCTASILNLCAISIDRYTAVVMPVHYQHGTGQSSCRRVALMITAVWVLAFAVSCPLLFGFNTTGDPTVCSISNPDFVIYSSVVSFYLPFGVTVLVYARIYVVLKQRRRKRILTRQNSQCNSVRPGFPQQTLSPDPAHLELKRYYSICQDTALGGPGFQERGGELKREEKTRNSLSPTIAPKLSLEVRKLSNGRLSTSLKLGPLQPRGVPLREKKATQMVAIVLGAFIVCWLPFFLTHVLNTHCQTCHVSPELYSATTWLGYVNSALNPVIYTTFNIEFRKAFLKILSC
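Agonist mode: compounds and dopamine controls were applied to plated cells for 90 min at 37 degrees C after an overnight attachment at 1500 cells/well. Luminescent read-out followed 30 - 60 minutes at room temperature with DiscoveRx detection reagent.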
KB-3-1 cytotox: KB-3-1 parental cell cytotoxicity. AID 1347075. 400,000 tested, 1.4% active. KB-3-1 viability, CellTiter-Glo ATP luminescence, 72 h. Potency, µM (doses to about 46.1 µM), for the others: top-dose activity change, negative = cytotoxic, usual class: cytotoxic; note: potency is the fitted concentration of half-maximal effect; % is set by controls: 0 for no effect and ±100 for the full control effect; nearly all actives have a fitted effect of over 60% in size
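Parental KB-3-1 viability, qHTS format: 72 h compound exposure, 37 °C; CellTiter-Glo; media-only wells and DMSO plates as controls; concentration-effect fits on corrected data.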
MCF10A rerep: DNA re-replication induction in MCF 10a cells; Potency, µM (highest dose often 46.1 µM), for inactives: at the highest dose activity, positive = re-replication, hits mostly activators; 350,000 tested, 2.9% active; MCF 10A DNA re-replication, Hoechst nuclear intensity, 48 h; note: potency is the fitted concentration of half-maximal effect; % of control where 0% means no effect; nearly all actives have a fitted effect of over 50% in size
HEK293 tox: cytotoxic in the GLP-1 receptor inverse agonist counter-screen. HEK293 cAMP-luciferase reporter cells, luminescence, 24 h. Potency, µM (titrated, usually from 38.3 µM), for inactives: at the highest dose activity change, negative = inhibition, actives largely listed as inhibitors. 410,000 tested, 0.13% active. AID 624418;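 note: loss of luciferase light is scored as toxicity; potency is the fitted concentration of half-maximal effect; % is set by controls: 0 for no effect and ±100 for the full control effect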
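Step one: seed cells (200 cells/uL, DMEM with 10% Nu serum, 1% pen-strep). Step two: 12-hour incubation at 37 deg C. Step three: pin 23 nL compound, incubate 24 hr. Step four: add luciferase reagent, read luminescence 12 min later.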
IL1B secr inh: blocks inflammasome-driven IL-1 beta release. THP-1 LPS/ATP IL-1B secretion, AlphaLISA, 16 h; active compounds read low. activity change, % at 57.5 µM. 360,000 tested, 4.7% active; in the data active = activity change below about -50%; inconclusive = mostly about -30% to -49%; note: % is set by controls: 0 for no effect and ±100 for the full control effect
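Secreted IL-1B measured by AlphaLISA bead assay after 16 h compound exposure of THP-1 cells; compounds (final up to 57.5 uM) added 1 h before LPS (250 ng/mL) and ATP (1.25 mM) stimulation; lower signal means less secretion.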
HT1080 IDH1KD tx: kills HT-1080 cells with IDH1 knockdown | HT-1080 IDH1 knockdown viability, ATP luminescence, 48 h | Potency, µM (doses to about 46.1 µM), for the others: at the top dose activity, negative = toxicity, hits mostly cytotoxic | 360,000 tested, 2% active;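 note: potency is the fitted concentration of half-maximal effect; 0% = DMSO wells and -100% = cell-free medium wells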
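Cytotoxicity counter-line: IDH1KD HT-1080, 48 h, CellTiter-Glo. Curves classed by r2, magnitude and activity.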
Starred values were filed as active, the others as inactive; ? = inconclusive; · = no result given; & = joins results of further samples; [ ] = another dose, or the depositor's remark. Unless noted, calls come from the whole dose curve; as a rule, active = well fitted curve in the direction sought with a large enough effect; inconclusive = small, poorly fitted or top-dose-only effect, or another doubt; inactive = no such curve, though single readings can be large; an effect the other way counts as inactive or inconclusive.

#	structure	HT1080-NT tox	SW480 rereplic	KB-V1 cytotox	DRD3 agonist	KB-3-1 cytotox	MCF10A rerep	HEK293 tox	IL1B secr inh	HT1080 IDH1KD tx
1	COC(=O)c1ccc2c(c1)N(CC(=O)Nc1cccc(C(F)(F)F)c1)C(=O)c1ccccc1S2	·	·	-14%	9	-2%	·	3%	·	·
2	C=C1SC(Nc2c(C)cccc2C)=NC12CCCCC2	-17%	-22%	?	-6	-16%	15%	19%	·	-11%
3	CN1CCN(c2cc(-c3ccc4ccccc4c3)nc3ccnn23)CC1	?	·	6%	-7	0%	·	-2%	-18	27%
4	Cc1ccc(NC(=O)CSc2nc(N)cc(=O)[nH]2)cc1S(=O)(=O)N1CCCCCC1	-7%	3%	0%	-6	13%	?	-15%	20	7%
5	CCCS(=O)(=O)NC(=O)C1(C)CCCN(C(=O)c2cc(F)ccc2C)C1 (stereo not given)	27%	·	2%	-10	0%	·	1%	0	?
6	O=C(c1cccs1)N1CCN(c2nc3ccccc3s2)CC1	-2%	-8%	-9%	3	-4%	-28%	?	52	4%
7	N#CCCN(C(=O)CN1C(=O)NC2(CCCC2)C1=O)c1ccccc1F	-10%	-4%	1%	3	-11%	-4%	78%[activator]	0	-1%
8	Cc1[nH][nH]c(=O)c1C	4%	-8%	41%	6	12%	-2%	-7%	19	9%
9	Cc1ccc(NC(=O)c2cc(S(=O)(=O)NC3CCCCCC3)ccc2F)cc1F	·	·	?	-14	-3%	·	-15%	·	·
10	O=C(CSc1nc2cc(C(=O)NC3CCCC3)ccc2c(=O)n1CC1CCCO1)c1ccc(F)cc1 (stereo not given)	·	·	?	1	12%	·	1%	·	·
11	COc1ccc(Br)cc1CNC(=O)CSc1n[nH]c(-c2ccccc2)n1	·	·	-16%	4	?	·	-7%	·	·
12	COc1cc(/C=C/c2nc3cc(Cl)ccc3c(=O)n2-c2ccc(C)cc2C)cc(OC)c1OC	·	·	-9%	0	1%	·	3%	·	·
13	COc1ccc(Cl)cc1NC(=O)N1CCN(S(=O)(=O)c2ccc3c(ccn3C)c2)CC1	·	·	-24%	-10	7%	·	-4%	·	·
14	CCOc1ccc(NC(=O)c2ccc(NC(=O)COC(=O)c3ccc(NC(=O)CC#N)cc3)cc2)cc1	-2%	0%	-3%	4	5%	10%	-1%	15	10%
15	N=c1c2c(n(Cc3ccc(F)cc3)c3c1CCC3)CCCC2	?	-1%	0%	-3	?	9%	-25%	0	?
16	CC(C)C(=O)N(c1ccc2oc(=O)sc2c1)S(=O)(=O)c1cccs1	-28%	-9%	0%	-18	-5%	?	-4%	-5	-27%
17	O=C1CCC/C1=C/Nc1ccc2c(c1)OCO2	11%	-4%	18%	5	-3%	-3%	1%	-14	5%
18	O=C(Nc1ccnn1C1CCN(Cc2cccc(OCCO)c2)CC1)c1cccc(F)c1	0%	-6%	·	4	·	20%	13%	-8	8%
19	Cc1nc(NC(=O)CSc2nnnn2C)sc1C	14%	-5%	-23%	-1	1%	2%	15%	-6	9%
20	Cc1cc(Cl)ccc1OCC(=O)OC(C)C(=O)NC(N)=O (stereo not given)	5%	-6%	-1%	46*	5%	0%	2%	8	1%

5 structures out of the list, arranged by heavy-atom count, high to low.
#	structure	HT1080-NT tox	SW480 rereplic	KB-V1 cytotox	DRD3 agonist	KB-3-1 cytotox	MCF10A rerep	HEK293 tox	IL1B secr inh	HT1080 IDH1KD tx
18	O=C(Nc1ccnn1C1CCN(Cc2cccc(OCCO)c2)CC1)c1cccc(F)c1	0%	-6%	·	4	·	20%	13%	-8	8%
6	O=C(c1cccs1)N1CCN(c2nc3ccccc3s2)CC1	-2%	-8%	-9%	3	-4%	-28%	?	52	4%
20	Cc1cc(Cl)ccc1OCC(=O)OC(C)C(=O)NC(N)=O (stereo not given)	5%	-6%	-1%	46*	5%	0%	2%	8	1%
2	C=C1SC(Nc2c(C)cccc2C)=NC12CCCCC2	-17%	-22%	?	-6	-16%	15%	19%	·	-11%
17	O=C1CCC/C1=C/Nc1ccc2c(c1)OCO2	11%	-4%	18%	5	-3%	-3%	1%	-14	5%

Back to the main list with the 2 entries that preceded the break.
#	structure	HT1080-NT tox	SW480 rereplic	KB-V1 cytotox	DRD3 agonist	KB-3-1 cytotox	MCF10A rerep	HEK293 tox	IL1B secr inh	HT1080 IDH1KD tx
19	Cc1nc(NC(=O)CSc2nnnn2C)sc1C	14%	-5%	-23%	-1	1%	2%	15%	-6	9%
20	Cc1cc(Cl)ccc1OCC(=O)OC(C)C(=O)NC(N)=O (stereo not given)	5%	-6%	-1%	46*	5%	0%	2%	8	1%
21	CCCNC(=O)c1ccc(N2CCC3(CC2)CC(c2cccc(Br)c2)=NO3)c(NC(=O)c2ccccc2)c1	-6%	1%	79%	5	13%	7%	-2%	-10	-11%
22	CCOC(=O)CC(=O)CSc1nc2ccccc2c(=O)n1-c1ccc(C(=O)N2CCOCC2)cc1	6%	-2%	?	0	?	-8%	-5%	11	-12%
23	Cc1ccc(C(Nc2ccccn2)c2ccc3cccnc3c2O)cc1 (stereo not given)	·	·	-9%	-6	?	·	12%	·	·
24	Clc1ccc(-c2nnc(NCCN3CCCC3)c3ccccc23)cc1	-12%	3%	-3%	-4	0%	?	-17%	?	-7%
25	CC(C)OC(=O)CC1C(=O)NCCN1C(=S)NC(=O)CCc1ccccc1 (stereo not given)	5%	-9%	-3%	-4	-1%	-2%	12%	9	1%
26	CCOC(=O)C1=C(CC)OC(N)=C(C#N)C1c1ccsc1 (stereo not given)	15%	0.26µM*	1%	3	5%	4%	3%	0	-10%
27	COc1cc(C(=O)Nc2ccc(N(C)C)cc2)c([N+](=O)[O-])cc1OC	-9%	17%	-19%	-7	11%	?	2%	0	-9%
28	Nc1cc(C(F)(F)F)cc([N+](=O)[O-])c1N	-1%	-7%	?	2	-7%	?	-13%	20	-5%
29	Cc1ccc(C(=O)NCC(c2cccs2)S(=O)(=O)c2cccs2)cc1 (stereo not given)	·	·	?	-5	21µM*	·	-5%	·	·
30	COC(=O)/C=c1/s/c(=C(/C#N)C(=O)N2CCCCC2)n(-c2ccccc2)c1=O	6%	0.33µM*	-25%	-5	-9%	13%	-1%	5	-16%
31	Cc1nc(NN)nc(NCc2ccccc2)n1	6%	-16%	13%	-3	0%	-17%	-4%	0	0%
32	CCOCCc1nnc(NC(=O)C2CC(=O)N(CCc3ccc(F)cc3)C2)s1 (stereo not given)	2%	-25%	25%	8	21%	?	4%	37	2%
33	CCOC(=O)c1cnc(SCc2nc(N)nc(Nc3ccccc3)n2)nc1N	-18%	?	?	1	?	?	-2%	6	-18%
34	Cc1ccc(C(=O)NC2(C(F)(F)F)N=C3SCCN3C2=O)cc1 (stereo not given)	-1%	-3%[9.22 µM]	16%	3	-1%	4%	10%	-6	6%
35	C=CCSc1ncc(C#N)c(N)n1	4%	-7%	-7%	22	10%	-4%	-13%	14	-3%
36	COC(=O)C1=C(N)Oc2cc(C)n(Cc3ccco3)c(=O)c2C1c1cccc(Cl)c1 (stereo not given)	-6%	7%	0%	-7	-16%	?	23%	-6	-16%
37	COC(=O)CCN(c1ccccc1)S(=O)(=O)c1cc(-c2cc(C)no2)ccc1C	-12%	-12%	-9%	0	-4%	15%	4%	30	-17%
38	CC(C)CCNC(=O)C(=O)Nc1ccc2c(c1)N(S(=O)(=O)c1cccs1)CCC2	3.3µM*	?	?	-11	5.8µM*	?	-34%	63	2.6µM*
39	O=c1c2ccccc2[nH]c(=S)n1CCc1ccccc1	0%	-1%	16%	6	1%	9%	-20%	34	-15%
40	Cc1ccc(-c2cc(C(F)F)n3ncc(C(=O)N4CCN(c5ccccn5)CC4)c3n2)cc1	1%	3%	-5%	0	?	26%	5%	-8	-18%
41	COc1ccc(C2/C(=C(\O)c3ccc4c(c3)OCCO4)C(=O)C(=O)N2Cc2ccco2)c(OC)c1 (stereo not given)	20%	-4%	-1%	-3	2%	0%	0%	37	16%
42	Cc1cccc(NC(=O)CN(C)S(=O)(=O)c2cnc[nH]2)c1C	8%	·	11%&17%	8&2	1%&0%	·	-1%&2%	8	5%
43	CC(C)Oc1ccc(CNC(=O)CN2C(=O)c3cccnc3Oc3ccc(Cl)cc32)cc1	·	·	-16%	2	?	·	-20%	·	·
44	Cc1ccccc1-c1nc(SCC(=O)N(C)c2ccccc2)c2c(=O)n(C)c(=O)n(C)c2n1	·	·	5%	10	14%	·	1%	·	·

This is a random part of the collection, and some 11% of all compounds hit somewhere here.
